# High-throughput results: PubChem BioAssay, several laboratories
# SR-BI DiI inh = inhibitors of mouse SR-BI mediated HDL lipid uptake | inhibition, % at 12.5 µM | hit rate 0.96% among 320,000 | Q61009 | ldlA[mSR-BI] CHO cells, DiI-HDL uptake fluorescence, 3 h;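 active = mean replicate inhibition of at least 70% and a set share of replicates each scoring 70 or more; inconclusive = meets just one of the two criteria; inactive = fails both criteria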;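 also: 0% = median of neutral control wells and 100% = median of positive control wells; values of inactives mirror those of a sister screen read the other way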
# dFosB activator = enhances mouse delta FosB homodimer DNA binding. hit rate 0.99% among 340,000. activation, % at 25 µM. purified delta FosB, TAMRA-CDK5 oligo fluorescence polarization; percent of positive-control signal above neutral wells. AID 493131;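 active = mean activation above about 17%, with every replicate also reaching it, limit read from the data, passing the limit was not always enough; inconclusive = only one of the two conditions met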;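 also: fluorescence polarization rise as delta FosB binds a TAMRA Cdk5 AP-1 oligo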
# NSD2 HMT inh = inhibitors of human histone methyltransferase NSD2; O96028; NSD2 peptide methylation, AlphaScreen, 120 min; inhibition, % at 12.5 µM; hit rate 0.54% among 310,000; in the data active = inhibition above about 50%
# Target sequence (O96028 whole entry, looked up): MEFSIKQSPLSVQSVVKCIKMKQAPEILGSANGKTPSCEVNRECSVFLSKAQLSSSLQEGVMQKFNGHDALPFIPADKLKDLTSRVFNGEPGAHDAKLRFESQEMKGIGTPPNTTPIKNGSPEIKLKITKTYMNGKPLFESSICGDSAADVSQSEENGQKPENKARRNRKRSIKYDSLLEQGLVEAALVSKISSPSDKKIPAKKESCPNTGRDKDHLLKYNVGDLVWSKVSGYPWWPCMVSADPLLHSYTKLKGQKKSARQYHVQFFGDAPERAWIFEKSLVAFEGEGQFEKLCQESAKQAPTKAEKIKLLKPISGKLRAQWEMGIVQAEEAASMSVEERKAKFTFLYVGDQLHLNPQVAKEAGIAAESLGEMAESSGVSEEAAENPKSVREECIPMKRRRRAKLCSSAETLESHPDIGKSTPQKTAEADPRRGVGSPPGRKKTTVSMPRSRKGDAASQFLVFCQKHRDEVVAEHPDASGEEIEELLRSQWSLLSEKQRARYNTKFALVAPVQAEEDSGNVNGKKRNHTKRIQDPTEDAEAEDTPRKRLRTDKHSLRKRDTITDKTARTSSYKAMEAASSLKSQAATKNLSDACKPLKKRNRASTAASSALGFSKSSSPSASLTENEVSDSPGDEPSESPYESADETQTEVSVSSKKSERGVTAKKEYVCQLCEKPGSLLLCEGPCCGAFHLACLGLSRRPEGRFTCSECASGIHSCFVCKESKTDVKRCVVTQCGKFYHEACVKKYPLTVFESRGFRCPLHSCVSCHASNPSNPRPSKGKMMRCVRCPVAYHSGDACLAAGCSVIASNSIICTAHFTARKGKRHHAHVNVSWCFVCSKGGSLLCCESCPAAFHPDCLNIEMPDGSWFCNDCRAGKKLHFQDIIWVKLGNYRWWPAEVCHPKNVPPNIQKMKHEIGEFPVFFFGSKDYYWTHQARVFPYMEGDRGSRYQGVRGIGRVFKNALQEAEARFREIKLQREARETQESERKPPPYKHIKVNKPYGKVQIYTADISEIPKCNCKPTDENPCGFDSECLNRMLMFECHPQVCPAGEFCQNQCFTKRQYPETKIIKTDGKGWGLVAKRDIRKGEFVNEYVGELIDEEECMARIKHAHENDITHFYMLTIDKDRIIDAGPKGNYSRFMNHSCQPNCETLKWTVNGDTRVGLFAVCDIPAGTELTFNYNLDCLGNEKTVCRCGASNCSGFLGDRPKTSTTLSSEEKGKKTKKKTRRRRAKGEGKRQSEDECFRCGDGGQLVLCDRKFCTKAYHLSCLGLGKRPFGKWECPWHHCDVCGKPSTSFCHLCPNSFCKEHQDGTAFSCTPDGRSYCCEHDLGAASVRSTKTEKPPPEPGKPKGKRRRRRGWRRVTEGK
# PKA-R1A activ = activates the PKA-R1A holoenzyme complex; P00514+P68181; PKA-R1A dissociation, Cy5-IP20 fluorescence polarization; scaled: DMSO 0%, 113 µM cGMP 100%; activation, % at 11.4 µM; hit rate 0.083% among 340,000; AID 504707;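 active = percent activation above the mean of all tested compounds plus 3 SD, cut at about 19% in these data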;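 also: higher means more PKAc released from R1A so a rise in polarization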
# PKA-R2B act = PKA-R2B complex activation | activation, % at 11.4 µM | P22694+P31323 | hit rate 0.079% among 340,000 | PKA-R2B holoenzyme dissociation, Cy5-IP20 fluorescence polarization; R2B truncated from residue 108, S112A mutant; 0% DMSO only, 100% 113 µM cGMP;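 active = activation above a cutoff set at the mean over all compounds plus 3 SD, cut at about 18% in these data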;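 also: higher means more holoenzyme dissociation and a rise in polarization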
# SR-BI DiI-HDL act = enhances SR-BI lipid uptake from DiI-HDL; CHO ldlA[mSR-BI] cells, DiI-HDL uptake fluorescence, 3 h; 100 = double the neutral-control signal; activation, % at 12.5 µM; hit rate 0.096% among 320,000;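 active = mean replicate activation of at least 60% and every replicate at or above 60%; inconclusive = mean or all-replicate condition met, but not both; inactive = mean below 60% and not all replicates reaching 60%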;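 also: 0% = median plate neutral-control signal and 100% = twice that signal; values of inactives mirror those of a sister screen read the other way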
#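 material = CHO ldlA[mSR-BI] cells | medium = Ham's F12 with 0.5% BSA, HEPES 25 mM, pH 7.4 | reagent = fluorescent DiI-HDL, 10 µg/mL final | compound dosing = single-point compound dose | incubation = 3 h, 37 °C | measured by = bottom-read fluorescence, 550/595 nm | measure = HDL uptake via cellular fluorescence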
# MITF act = activators of MITF-driven TRPM1 promoter activity in SK-MEL-5 cells; SK-MEL-5 TRPM1-promoter luciferase, 24 h; % of positive control, neutral wells = 0; activation, % at 12.5 µM; hit rate 0.75% among 300,000; AID 588334;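 active = mean activation of at least 80% with every replicate also reaching 80%; inconclusive = mean reaches 80% but some replicate falls short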;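 also: 0% = neutral control wells and 100% = parthenolide positive control wells; values of inactives mirror those of a sister screen read the other way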
# DSG3 Ab inh = inhibitors of pemphigus antibody binding to human desmoglein-3 | P32926 | DSG3-coupled beads, scFv-anti-DSG3-GFP binding, flow cytometry; active compounds read low | binding (percent of control), % at 10 µM | hit rate 0.48% among 310,000 | AID 588358;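 active = binding more than 3 SD below its plate's average and above zero; inconclusive = below that plate limit but binding exactly zero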;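 also: hits lower antibody fragment binding to DSG3; some compounds called inactive have numbers as strong as hits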
# Arr AP2 block = human beta-arrestin and AP2 interaction inhibition. FITC-arrestin peptide / GST-AP2 beads, flow cytometry; AP2 beta2 appendage carries R879A mutation. inhibition, % at 10 µM. hit rate 0.31% among 340,000. AID 504490;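 active = inhibition above a set limit, near 3 SD of compounds lacking own fluorescence, cut at about 54% in these data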;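 also: plate controls were DMSO wells for no effect and 5 µM unlabelled arrestin peptide for full effect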
#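 System: GST-AP2 R879A glutathione beads; medium: PBS, Tween 20 0.05%, BSA 0.1%; reagent: fluorescein-tagged arrestin peptide at 50 nM final; schedule: pre-incubation 12 min, peptide binding 1 h, room temperature; detection: flow cytometry, FL1 (488/535 nm); read-out: inhibition as reduced fluorescein signal on beads, percent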
# Mot1-301 SUMO = SUMOylation pathway inhibition by Mot1-301 growth rescue. S. cerevisiae Mot1-301 growth rescue, ATP luminescence, 38.5C; percent above DMSO median, 100 means doubled. growth rescue, % at 18.8 µM. hit rate 1% among 320,000;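 active = every valid replicate shows activation above 250% relative to neutral control wells; inactive = the rest, any valid replicate at or below 250%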;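 also: OY570 slx delta 5 strain wells were the positive control but not used for scaling; some compounds called inactive have numbers as strong as hits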
# CDK5 p35 inh = blocks human CDK5/p35 kinase activity. Q00535+Q15078. Recombinant CDK5/p35, ADP-Glo luminescence, 60 min. inhibition, % at 10 µM. hit rate 0.01% among 330,000;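 active = highest replicate inhibition of at least 50% and at least 75% of replicates reaching 50%; inconclusive = only one of the two criteria met; inactive = both criteria failed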;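 also: plate controls were DMSO neutral control for no effect and GW8510 at 10 µM for full effect; many of its hits are not listed in these tables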
# * hit, by the source's call; ? = inconclusive; · = no result given.
# Screens by letter: A = SR-BI DiI inh; B = dFosB activator; C = NSD2 HMT inh; D = PKA-R1A activ; E = PKA-R2B act; F = SR-BI DiI-HDL act; G = MITF act; H = DSG3 Ab inh; I = Arr AP2 block; J = Mot1-301 SUMO; K = CDK5 p35 inh
COc1ccc2c(c1)Sc1ccccc1N2CCN(C)C
  A = -13; B = -1; C = ·; D = -7; E = 0; F = 13; G = 8; H = 110; I = -8; J = -21; K = 0.2
CCSC(C)CC1C/C(=N/O)c2c(CC)noc2C1 (configuration not stated)
  A = -3; B = -3; C = ·; D = 1; E = -9; F = 3; G = 16; H = 106; I = -5; J = -17; K = 0.9
COc1ccc(C)cc1NCc1cccc(OC)c1OC
  A = 5; B = -11; C = 3; D = 4; E = -3; F = -5; G = -5; H = 95; I = -8; J = -7; K = 1.3
COc1ccc(OC)c(-n2nnnc2SCC(=O)Nc2ccccc2OC)c1
  A = 23; B = -14; C = -3; D = 7; E = 9; F = -23; G = -3; H = 106; I = 24; J = -3; K = -1.0
O=C(O)CC(SCC(=O)NC1CCCc2ccccc21)C(=O)O (configuration not stated)
  A = 1; B = -3; C = ·; D = 1; E = 6; F = -1; G = -2; H = 99; I = -19; J = 4; K = -0.3
Oc1cc(Br)ccc1C=Nc1ccc(N2CCCCC2)cc1
  A = 15; B = -6; C = -2; D = -10; E = 4; F = -15; G = 7; H = ·; I = 4; J = -19; K = 0.7
O=C(O/N=C/c1ccc(Br)cc1)c1ccc(F)cc1
  A = 6; B = 3; C = 12; D = 1; E = -2; F = -6; G = ·; H = 118; I = 14; J = 286; K = -2.6
COc1ccc(OC)c(C(=O)CSc2nccc(-c3ccc(Br)cc3)n2)c1
  A = 43; B = -11; C = 0; D = -8; E = -5; F = -43; G = -1; H = 99; I = -8; J = 5; K = 1.4
COc1cc(OC)cc(-c2oc(=O)c3cc(OC)c(OC)cc3c2C#CCCO)c1
  A = 50; B = -4; C = ·; D = -9; E = -11; F = -50; G = 0; H = 102; I = 31; J = -14; K = -0.9
C[C@@H](C(=O)Nc1ccccc1N1CCOCC1)N1C(=O)C2CCCCC2C1=O (some centres not stated)
  A = 2; B = 5; C = 16; D = -9; E = 1; F = -2; G = -6; H = 140; I = -1; J = -4; K = 0.4
CCCN(Cc1ccccc1)C(=O)Nc1ccc2c(c1)nnn2C
  A = 1; B = -7; C = -4; D = 0; E = -2; F = -1; G = 9; H = 103; I = -4; J = 2; K = -1.4
COC(=O)Cc1[nH]nc2c1C(c1c[nH]c3ccccc13)C(C#N)=C(N)O2 (configuration not stated)
  A = -1; B = -6; C = 0; D = 0; E = -3; F = 1; G = ·; H = 98; I = -5; J = 305; K = 0.5
CSc1ccccc1-c1nnc(-c2ccc(Cl)cc2)o1
  A = 33; B = -5; C = -2; D = 7; E = 5; F = -33; G = ?; H = 102; I = 0; J = -6; K = -1.4
Cn1cnc(S(=O)(=O)Nc2ccc(OC(F)F)cc2)c1
  A = -20; B = -1; C = -7; D = -9; E = -7; F = 20; G = -7; H = 115; I = -6; J = 0; K = -0.4
Cc1ccc(C)c(S(=O)(=O)N2CCN(C(=O)c3cncc(Br)c3)CC2)c1
  A = 8; B = -3; C = -4; D = -1; E = -4; F = -8; G = 11; H = ·; I = -7; J = -19; K = 0.5
CC(C)C[C@@]12C(=O)N(c3cccc(F)c3)C(=O)N1[C@H](c1ccc(Cl)cc1)[C@@H]1C(=O)N(C3CCCCC3)C(=O)[C@@H]12
  A = -26; B = -7; C = ·; D = 1; E = 2; F = 26; G = -7; H = 100; I = -7; J = 112; K = -1.7
COC(=O)C1CSC(c2ccc(Cl)cc2)N1C(=O)c1ccccc1 (configuration not stated)
  A = -23; B = -6; C = 0; D = 0; E = -5; F = 23; G = 11; H = 102; I = -11; J = -17; K = -1.3
Cn1c(=O)c2c(nc(SCCCO)n2Cc2ccccc2Cl)n(C)c1=O
  A = 7; B = -1; C = -3; D = -14; E = -4; F = -7; G = 0; H = 86; I = 5; J = -5; K = 2.1
CC1(C)Oc2ccc3ccc(=O)oc3c2-c2cnoc21
  A = ·; B = -4; C = ·; D = 2; E = -6; F = ·; G = 1; H = ·; I = 6; J = 2; K = -0.2
CC(=O)c1cc2c(cc1NC(=O)C1CC1)OCO2
  A = -6; B = 1; C = -2; D = -4; E = -6; F = 6; G = 0; H = ·; I = -4; J = -7; K = -7.2
OC(CN1CCOCC1)CN1CCOCC1
  A = -32; B = 0; C = 0; D = -5; E = -8; F = 32; G = -14; H = 97; I = -38; J = 0; K = -1.0
COc1cccc(NC(=O)CN2C(=O)NC(Cc3c[nH]c4ccccc34)C2=O)c1 (configuration not stated)
  A = 15; B = 2; C = 2; D = -8; E = -7; F = -15; G = -5; H = 133; I = 9; J = 8; K = 1.1
CCN(CC)CCN(C)C(=O)c1ccc(OC2CCN(C(=O)C3CC3)CC2)cc1
  A = -5; B = 6; C = 11; D = -6; E = 5; F = 5; G = 11; H = 103; I = -2; J = 2; K = 1.4
CCC(C)C(Nc1ccc(C(=O)OC)cc1[N+](=O)[O-])C(=O)OC (configuration not stated)
  A = 29; B = -5; C = 20; D = -6; E = -7; F = -29; G = 5; H = 97; I = 1; J = 229; K = -4.9
Cc1cccc(NS(=O)(=O)c2cc(C(=O)NCCC3=CCCCC3)ccc2Cl)c1
  A = 7; B = 0; C = 2; D = -10; E = -7; F = -7; G = -7; H = 104; I = 8; J = 9; K = 0.6
COC(=O)Cc1ccc(NC(=S)NCCC(C)C)cc1
  A = 3; B = -7; C = -1; D = -5; E = 15; F = -3; G = 20; H = 97; I = 6; J = 213; K = -0.4
COc1cccc(-c2csc(N3CCN(C(=S)Nc4cccc(C)c4)CC3)n2)c1
  A = 90*; B = -15; C = -1; D = -1; E = -10; F = -90; G = 8; H = 95; I = 12; J = 3; K = 2.0
CC(=O)NC(Cc1cc(C)ccc1C)C(=O)N1CCN(C(=O)c2ccc(Br)cc2)CC1 (configuration not stated)
  A = 24; B = -12; C = -3; D = -11; E = -15; F = -24; G = 8; H = 104; I = -9; J = 2; K = -1.4
O=C1NC(=O)C(c2ccc(Cl)cc2)N1 (configuration not stated)
  A = -23; B = -12; C = -6; D = -6; E = -5; F = 23; G = 7; H = 102; I = 30; J = 1; K = 0.1
Oc1ccc(/C=N/N=C/c2ccc(O)cc2)cc1
  A = 5; B = 10; C = 3; D = -8; E = -2; F = -5; G = 27; H = 107; I = 35; J = -20; K = -0.8
COc1ccccc1CNC(=O)c1cc(C)nn1-c1ccccc1
  A = ·; B = -4; C = -1; D = 5; E = 2; F = ·; G = 3; H = 102; I = 1; J = 21; K = 1.9
O=Cc1cc(N=Nc2ccc(S(=O)(=O)O)cc2)ccc1O
  A = -6; B = -6; C = 9; D = -2; E = 10; F = 6; G = -1; H = 100; I = -4; J = 3; K = -2.0
Cc1ccc(C)c(S(=O)(=O)Nc2ccc(C(=O)NCC(c3ccco3)N(C)C)cc2)c1 (configuration not stated)
  A = -7; B = -14; C = -1; D = -3; E = 6; F = 8; G = -6; H = 100; I = 4; J = 0; K = 2.9
COC(=O)c1cccc(NC(=S)Nc2cc(Cl)ccc2OC)c1
  A = 38; B = -14; C = -1; D = -8; E = 3; F = -38; G = 4; H = 100; I = 39; J = 3; K = 2.1
Clc1ccc(OCc2nnc3n2N=C(c2ccc4c(c2)OCCO4)CS3)c(Cl)c1
  A = 0; B = -3; C = -2; D = 7; E = 0; F = 0; G = ·; H = ·; I = -3; J = -8; K = -1.6
c1ccc(C(c2nnnn2C2CCCC2)N2CCN(c3nc4ccccc4s3)CC2)cc1 (configuration not stated)
  A = 34; B = -7; C = -1; D = 6; E = 4; F = -34; G = -6; H = 103; I = 6; J = ·; K = -0.4
CCC1C/C(=C\c2cccnc2)C(=O)/C(=C/c2cccnc2)C1 (configuration not stated)
  A = 7; B = -12; C = ·; D = -1; E = -8; F = -7; G = -97; H = 90; I = 0; J = ·; K = -0.8
Cc1ccc(O)c(NC(=O)C2=CC(c3ccco3)=NS(=O)(=O)N2C)c1
  A = -11; B = -5; C = ·; D = -2; E = -1; F = 11; G = 11; H = 108; I = 1; J = 58; K = 2.0
